Compound activity as filed in PubChem.
hIAP activ: human IAP activation. activation factor at 10 µM. purified human IAP, CDP-Star luminescence, 30 min; active compounds read high; 1 = vehicle-only enzyme, 0 = enzyme-free background. 0.16% of 330,000 active. P09923;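 active means activation factor of the enzyme at least 2-fold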; further: the source names both 10 and 20 µM as test concentration; values of inactives mirror those of a sister screen read the other way
Target sequence (P09923 whole entry, looked up): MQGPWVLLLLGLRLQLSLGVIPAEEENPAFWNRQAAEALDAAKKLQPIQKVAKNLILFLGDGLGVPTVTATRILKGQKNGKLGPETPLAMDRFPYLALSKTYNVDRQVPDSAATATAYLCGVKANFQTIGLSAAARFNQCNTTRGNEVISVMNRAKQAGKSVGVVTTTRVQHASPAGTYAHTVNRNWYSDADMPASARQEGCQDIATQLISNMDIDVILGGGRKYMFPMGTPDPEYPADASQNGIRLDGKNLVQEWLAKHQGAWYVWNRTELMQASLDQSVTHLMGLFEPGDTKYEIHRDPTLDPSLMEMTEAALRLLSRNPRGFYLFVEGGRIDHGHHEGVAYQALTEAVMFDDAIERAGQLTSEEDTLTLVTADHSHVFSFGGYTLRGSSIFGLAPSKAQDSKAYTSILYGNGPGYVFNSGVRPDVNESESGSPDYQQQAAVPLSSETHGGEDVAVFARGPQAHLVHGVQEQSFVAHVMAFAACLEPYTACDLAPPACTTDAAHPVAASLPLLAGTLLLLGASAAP
hIAP block: human IAP inhibition; 0.12% of 330,000 active; P09923; inhibition, % at 10 µM; AID 2544; purified IAP, CDP-Star luminescence, 30 min;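 active means inhibition reaching a set limit with compound at 10 µM in the primary screen, cut at about 35% in these data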;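 further: plate controls were DMSO wells with enzyme for no effect and no-enzyme buffer wells for full effect; values of inactives mirror those of a sister screen read the other way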
mIAP inh: mouse IAP inhibition | purified mouse IAP, CDP-Star luminescence, 30 min | inhibition, % at 10 µM | 0.2% of 330,000 active | AID 2806;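 active means inhibition of at least 40% at 10 µM in the primary screen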;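 further: plate controls were DMSO with enzyme for no effect and no enzyme wells for full effect; values of inactives mirror those of a sister screen read the other way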
APOBEC3A inh: human APOBEC3A DNA deaminase inhibition. 0.41% of 330,000 active. P31941. AID 493011. inhibition, % at 20 µM. recombinant A3A, FAM/TAMRA ssDNA deamination fluorescence;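 active means at least 40% inhibition at 20 µM here, with at most 30% in a related deaminase screen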;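 further: plate controls were A3A with DMSO for no effect and wells lacking A3A enzyme for full effect; some results filed as inactive read as strong as hits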
Target sequence (P31941 whole entry, looked up): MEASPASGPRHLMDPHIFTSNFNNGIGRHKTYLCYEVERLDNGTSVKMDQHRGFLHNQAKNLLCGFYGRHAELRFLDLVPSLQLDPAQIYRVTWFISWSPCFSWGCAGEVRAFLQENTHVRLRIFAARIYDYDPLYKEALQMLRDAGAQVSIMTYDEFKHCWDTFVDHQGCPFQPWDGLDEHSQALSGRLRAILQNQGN
APOBEC3G inh: APOBEC3G (human) deaminase inhibition. AID 493012. recombinant A3G, ssDNA deamination FAM/TAMRA fluorescence. inhibition, % at 20 µM. 0.28% of 330,000 active. Q9HC16;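 active means inhibition of at least 40% at 20 µM, with no more than 30% in the related APOBEC3A deaminase screen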;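 further: plate controls were DMSO wells with A3G for no effect and wells lacking A3G enzyme for full effect; some compounds called inactive have numbers as strong as hits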
mIAP act: mouse IAP activation; muIAP, CDP-Star luminescence, 30 min; active compounds read high; 1 = vehicle-only enzyme signal, 0 = enzyme-free wells; 0.24% of 330,000 active; activation factor at 10 µM; AID 2805;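 active means activation factor of at least 2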; further: the source names both 10 and 20 µM as test concentration; values of inactives mirror those of a sister screen read the other way
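Assay system: mouse IAP enzyme; reagent: chemiluminescent substrate CDP-Star; dosing: test compounds delivered from DMSO solution; schedule: 30 min at room temperature; measured by: luminescence from enzymatic CDP-Star hydrolysis; controls: DMSO-only wells and no-enzyme negative control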
SENP1 inh: blocks the human SENP1 SUMO protease catalytic domain; inhibition, % at 10 µM; AID 624204; Q9P0U3; 0.21% of 360,000 active; recombinant SENP1 catalytic domain, CyPet-SUMO1-YPet FRET cleavage;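 active means inhibition at least 30% at 10 µM, raw YFP signal under a set limit, fluorescence ratio 0.5 to 1.5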;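 further: 0% = enzyme with DMSO and 100% = no enzyme wells; some results filed as inactive read as strong as hits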
Target sequence (Q9P0U3 419-644 limits assumed): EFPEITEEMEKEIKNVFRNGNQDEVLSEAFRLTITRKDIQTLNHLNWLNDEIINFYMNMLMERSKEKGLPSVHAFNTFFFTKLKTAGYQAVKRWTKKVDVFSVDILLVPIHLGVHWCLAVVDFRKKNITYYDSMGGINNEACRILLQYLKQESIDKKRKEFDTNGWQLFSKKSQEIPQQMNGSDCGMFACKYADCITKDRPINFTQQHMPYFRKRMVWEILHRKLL
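Material – human SENP1 catalytic domain · Input – SENP1 enzyme, 20 pM final · Compound dosing – single concentration of 10 µM compound, 0.5% DMSO final · Timing – enzyme reaction for 50 min at room temperature, dark · Measured by – FRET fluorescence in CFP and YFP emission channels · Control set – no-enzyme wells low, DMSO-plus-enzyme wells high control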
NLRP3 yeast inh: inhibitors of NALP3 inflammasome in yeast; Yeast reconstituted NLRP3/ASC/caspase-1, beta-gal luminescence, 24 h; inhibition, % at 10 µM; 0.39% of 330,000 active;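 active means inhibition of 50% or more; inactive means inhibition below 50%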;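 further: plate controls were induced DMSO wells for no effect and uninduced yeast grown without galactose for full effect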
beta cell repl: induces beta-cell replication in MIN6 cells; MIN6 cells proliferation, ATPlite luminescence, 48 h; cells starved in 0.2% serum; 100% = growth in 10% serum; proliferation, % at 10 µM; 0.29% of 330,000 active; AID 2380;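 active means compounds whose signal lies at least 3.5 SD above the mean of all wells on their plate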;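 further: 0% = DMSO-treated cells in low-serum medium and 100% = 10% serum control; some compounds called inactive have numbers as strong as hits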
* marks the source's active call; other numbers are inactive results; / = no result given.

SMILES	hIAP activ	hIAP block	mIAP inh	APOBEC3A inh	APOBEC3G inh	mIAP act	SENP1 inh	NLRP3 yeast inh	beta cell repl
CCOC(=O)N1CCC(Nc2c([N+](=O)[O-])cc(C(=O)O)cc2[N+](=O)[O-])CC1	1.1	-14	-1	-3	-9	1	2	6	2
O=C(c1ccccc1)N1CCN(S(=O)(=O)N2CCCCC2)CC1	0.89	11	-8	-1	-6	1.1	0	13	1
CCOC(=O)c1c(C)[nH]c(C)c1S(=O)(=O)N(C)CC(=O)NCc1ccc(F)cc1	0.66	34	1	-5	-6	0.99	-1	2	1
CCOC(=O)[C@@H]1[C@H]2COc3ccccc3[C@H]2N2C(=O)N(c3ccc(OC)cc3)C(=O)[C@]12C	1	0	-1	0	-1	1	0	2	-2
Cc1ccc(-c2nc(CS(=O)CC(=O)NCc3ccccc3)c(C)o2)cc1 (stereo not given)	0.93	7	3	-2	3	0.97	-1	-9	0
CCCNc1c(NS(=O)(=O)c2cccc(C#N)c2)c(=O)oc2ccccc12	1	0	-6	-3	-1	1.1	0	3	7
Nn1c(SCC(=O)Nc2ccccc2Br)nnc1-c1ccco1	1.2	-17	0	-5	-2	1	2	-7	4
COc1c(O)ccc2cnn(-c3ccccc3C)c(=O)c12	0.98	2	-9	-5	-5	1.1	-40	20	5
CC(=O)n1cc([C@@H]2C=C(C(=O)N3CCN(Cc4ccccc4)CC3)O[C@H](OCc3ccc(CO)cc3)C2)c2ccccc21	0.84	16	4	-3	-6	0.96	-13	1	-8
CC12CC3CC(C)(C1)CC(C(=O)NCc1ccco1)(C3)C2	1	-2	4	-1	-4	0.96	0	16	-1
CC1CCN(C(=O)CCNC(=O)c2ccccc2)CC1	0.94	6	1	-2	-4	0.99	2	18	0
COCCCN(C(=O)c1ccccc1)c1nc(-c2ccc(OC)cc2)cs1	1.1	-6	4	-5	-5	0.96	-1	27	-3
O=C(NCc1nnnn1-c1cccc(F)c1)c1ccc(S(=O)(=O)N2CCOCC2)cc1	1	-1	-5	-3	-6	1.1	-2	-2	2
N#Cc1sc2nc(C3CC3)cc(-c3ccccc3)c2c1N	1.3	-29	-14	-6	-12	1.1	-28	26	-3
COc1ccccc1C(=O)Nc1nnc(S(=O)(=O)N2CCC(C)CC2)s1	0.87	13	6	0	-2	0.94	1	21	4
CCCCN(CC)CCCNC(=O)c1cn(CC(C)C)c(=O)c2c1c1ccccc1n2C	1.1	-7	-12	0	-5	1.1	-1	12	-7
O=C(CCNC(=O)c1ccc(Br)o1)NC1CCCC1	1.1	-7	8	-2	-8	0.92	1	3	-1
CC(C)(C)/C(COc1ccccc1[N+](=O)[O-])=N/O	1	-1	-4	1	-10	1	-2	16	1
Cc1ccc(O)c(-c2cc(C(=O)Nc3ccc(S(=O)(=O)Nc4nc(C)cc(C)n4)cc3)[nH]n2)c1	0.67	33	28	2	-1	0.72	3	7	-4
CCOC(=O)C1(CC2CCCCO2)CCN(C(=O)Nc2ccccc2)CC1 (stereo not given)	0.98	2	-11	-2	-7	1.1	1	11	0
COc1cc(/C=N/NS(=O)(=O)c2ccc(C)cc2)ccc1OCc1ccc(C(=O)O)cc1	0.96	4	6	-5	-10	0.94	3	6	-2
CCCn1cc(SCC(N)=O)c2ccccc21	0.9	10	18	0	1	0.82	-2	-1	-3
COc1ccc(C2C(C(C)=O)=C(O)C(=O)N2c2ccc(Br)cc2)cc1 (stereo not given)	1.1	-14	7	-12	-6	0.93	-6	14	-2
O=C(NCc1ccc2c(c1)OCO2)c1cc2ccccc2oc1=O	1	-2	-1	2	-1	1	1	-3	0

Another view of part of the listing above:
Results follow in this order: hIAP activ	hIAP block	mIAP inh	APOBEC3A inh	APOBEC3G inh	mIAP act	SENP1 inh	NLRP3 yeast inh	beta cell repl
- COc1ccccc1C(=O)Nc1nnc(S(=O)(=O)N2CCC(C)CC2)s1
→ 0.87	13	6	0	-2	0.94	1	21	4
- CCCCN(CC)CCCNC(=O)c1cn(CC(C)C)c(=O)c2c1c1ccccc1n2C
→ 1.1	-7	-12	0	-5	1.1	-1	12	-7
- O=C(CCNC(=O)c1ccc(Br)o1)NC1CCCC1
→ 1.1	-7	8	-2	-8	0.92	1	3	-1
- CC(C)(C)/C(COc1ccccc1[N+](=O)[O-])=N/O
→ 1	-1	-4	1	-10	1	-2	16	1
- Cc1ccc(O)c(-c2cc(C(=O)Nc3ccc(S(=O)(=O)Nc4nc(C)cc(C)n4)cc3)[nH]n2)c1
→ 0.67	33	28	2	-1	0.72	3	7	-4

The list continues:
SMILES	hIAP activ	hIAP block	mIAP inh	APOBEC3A inh	APOBEC3G inh	mIAP act	SENP1 inh	NLRP3 yeast inh	beta cell repl
Cc1ccccc1OCC(=O)N/N=C/c1cccn1C	1.2	-25	21	0	-5	0.79	3	21	-1
O=C(NCCS(=O)(=O)N1CCN(c2ccccc2F)CC1)c1ccc2c(c1)OCO2	1	0	0	-1	-9	1	1	14	3
CN(c1ccc(F)cc1)S(=O)(=O)c1ccc(Cl)c(C(=O)NC2(C)CCS(=O)(=O)C2)c1 (stereo not given)	1	-2	-6	3	-8	1.1	1	4	-5
CN1CCN(c2ccc(NC(=O)CSc3nnnn3-c3ccccc3F)cc2)CC1	1.1	-11	-4	-4	-3	1	1	10	-3
Cc1nn(C)c2ncc(C(=O)c3cc(F)ccc3O)cc12	0.91	9	6	-5	-6	0.94	1	30	-1
Clc1ccc(CNC2CCCC2)c(Cl)c1	0.82	18	-9	3	-3	1.1	-3	13	-2
COCCn1nnnc1SCC(=O)N1CCCCC1	0.96	4	5	-4	-4	0.95	-1	4	0
Cc1ccccc1CNC(=O)c1ccc(Cl)c([N+](=O)[O-])c1	0.79	21	13	3	-5	0.87	2	39	-2
COc1ccc(NC(=O)CSc2nnc3ccc(-c4ccncc4)nn23)cc1OC	1	-4	-2	4	-1	1	1	6	-3
CC(=O)N/C(=C\c1ccc(Br)s1)C(=O)O	0.81	20	9	0	-5	0.91	2	14	2
Nc1c(N(Cc2ccco2)C(=O)COc2ccccc2Cl)c(=O)[nH]c(=O)n1Cc1ccccc1	1.2	-16	9	0	-2	0.91	-7	6	-4
O=C(Nc1cccc(Cl)c1)OCc1cn(-c2ccc(Cl)cc2)nn1	1	-3	14	-3	-4	0.86	2	-3	-4
CCC(=O)Nc1nnc(S(=O)(=O)N2CCCC2)s1	0.98	2	6	2	-5	0.94	0	4	-1
CCCCSc1cc(=O)n(-c2ccccc2)nc1C(=O)OCC	1	0	-5	5	1	1.1	1	40	-2
O=C1CN(C(=O)COC(=O)c2ccc(N3CCCCCC3)c([N+](=O)[O-])c2)c2ccccc2N1	1.1	-10	16	-1	-1	0.84	5	3	1
Cc1ccnc(N2C3CCC2CC(O)(c2ccccc2)C3)n1 (stereo not given)	1.1	-10	-5	-2	-8	1.1	3	21	-2
CCCC(=O)NC(=S)Nc1ccc(CN2CCOCC2)cc1	1	-2	-1	-2	-6	1	1	6	-1
CC1CCCC(C)N1CCCNC(=O)c1ccc2nc(N3CCOCC3)sc2c1 (stereo not given)	0.97	3	0	4	-5	1	-34	21	-3
CC(C)[C@H](NC(=O)c1ccc(F)cc1)C(=O)OCC(=O)NC(=O)c1cccn1C	0.98	2	1	1	0	0.99	-7	0	0
CCOC(=O)c1cnc2ccc(OC)cc2c1NCc1ccccc1	0.87	13	0	4	-6	1	1	4	-5
Cc1cc2c(n1-c1ccc(C(N)=O)cc1)CC(C)(C)CC2=O	0.84	16	6	-2	-6	0.94	-1	7	-4
COC(=O)c1ccc(C23CC4(C2)[C@H](CN(Cc2ccc(-c5ccccc5)cc2)[C@@H]4c2ccccc2)C3c2ccc(Cl)nc2)cc1 (stereo not given in full)	0.82	18	-3	-3	-5	1	/	18	-7
CCOC(=O)C1(Cc2cccc(Cl)c2)CCCN(C(=O)c2cn[nH]c2)C1 (stereo not given)	1.1	-13	3	2	-3	0.97	0	18	6
C[C@H](CO)N1C[C@H](C)[C@@H](CN(C)C(=O)NC2CCCCC2)Oc2c(NS(=O)(=O)c3ccccc3)cccc2C1=O	0.98	2	15	2	3	0.85	1	9	2
Cc1cc(C(=O)CN2C(=O)NC3(CCCc4sccc43)C2=O)c(C)n1-c1ccc(Cl)cc1 (stereo not given)	1	-2	-4	-5	-6	1	0	-3	-4
C=CCOc1cccc(/C=N/NC(=O)CN2CCCCC2)c1	0.94	6	3	-2	-6	0.97	2	0	-1
O=C(CN1CCN(c2ccccn2)CC1)Nc1cccc(S(=O)(=O)N2CCCC2)c1	1.1	-8	-2	1	-5	1	3	23	-4
COC(=O)/C=C1\SC(=Nc2ccccc2)NC1=O	0.91	9	4	-4	-9	0.96	1	-15	-2
COc1ccc(C(=O)N(C)C2CCCCC2)cc1S(=O)(=O)N1CCOCC1	1.1	-11	-4	-1	-7	1	1	17	0
COc1cccc(C2=NOC(C(=O)Nc3cccc(C(C)=O)c3)C2)c1OC (stereo not given)	0.87	13	-1	2	-3	1	4	15	1
O=C(NCCCN1CCCCCC1)C1CC(=O)N(CCc2ccccc2)C1 (stereo not given)	1.1	-13	-21	2	2	1.2	-5	6	-5
COc1ccc(C(=O)Nc2ccc(S(=O)(=O)Nc3onc(C)c3C)cc2)cc1OC	1	-3	-2	-2	-2	1	-1	13	-2
Cc1ccccc1S(=O)Cc1ccc(C(=O)N2CCN(C(=O)c3ccco3)CC2)o1 (stereo not given)	0.87	13	3	-6	-8	0.97	-1	12	4
CCn1c(CNC(=O)c2ccco2)nnc1SCC(=O)c1ccccc1	1.1	-9	1	-3	-7	0.99	2	1	-1
O=C(Nc1cccc2ccccc12)N1CCN(c2ncccn2)CC1	1.1	-9	2	3	-9	0.98	1	21	-3
O=c1cc(C(Cl)(Cl)Cl)oc2c1ccc1ccccc12	0.91	9	12	-4	-3	0.89	1	22	-5
CCOC(=O)c1cc(C#N)c(N2CCOCC2)nc1-c1ccccc1	0.98	2	1	-1	-3	0.99	1	2	-2
CC(=O)Nc1ccc(NC(=O)COc2ccc3c(c2)CCC3)cc1	1.1	-9	-3	2	-8	1	1	19	0
COc1ccc(CCNC(=O)C(C)c2ccc([N+](=O)[O-])cc2)cc1 (stereo not given)	1.1	-7	3	0	-5	0.97	0	2	1
c1ccc(OCCOCCN2CCN(C(c3ccccc3)c3ccccc3)CC2)cc1	0.94	6	-1	-1	-8	1	3	17	0
Nc1nc(CSC(=S)N2CCCCC2)nc(Nc2ccccc2)n1	0.94	6	-1	-3	-8	1	-4	7	3
COc1ccc(OC)c(C(=O)NC(CC(N)=O)c2ccc(NCc3ccccn3)c([N+](=O)[O-])c2)c1 (stereo not given)	0.74	26	2	-1	-7	0.98	2	2	-4
O=C(c1cc2ccccc2o1)N1CCN(S(=O)(=O)c2ccc(F)c(F)c2F)CC1	0.84	16	11	4	-4	0.89	0	14	2
c1ccc(-c2csc(-c3ccncc3)n2)cc1	1.2	-17	0	-11	-9	1	0	-9	0
CC(C)(C)NC(=O)CN(C(=O)Cn1nnc(-c2ccc(Cl)cc2)n1)C1CCN(Cc2ccccc2)CC1	1.2	-23	0	0	-4	1	1	27	-4
OCC(CO)(CO)NC(=S)Nc1cc(Cl)cc(Cl)c1	1	-4	30	-2	-5	0.7	-2	3	-3

Some of the compounds tested; rates above refer to the full screens.
